# From PubChem BioAssay
# PG9 Ab binder – small molecules binding HIV-1 gp120 antibody PG9; AID 624416; inhibition, % at 6.7 µM; TR-FRET gp120-PG9 antibody binding; hit rate 0.43% among 360,000; in the data active means inhibition above about 8.5%
# PRMT1 inh – PRMT1 (human) inhibition, primary screen; Q99873; recombinant PRMT1, activity-based probe fluorescence polarization; inhibition, % at 2.79 µM; hit rate 1.3% among 370,000;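 active means inhibition above about 21% made by adding two undisclosed values, limit read from the data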
# SIAE inh – blocks human sialic acid acetylesterase. SIAE FP-Rh probe binding, fluorescence polarization. inhibition, % at 9.66 µM. hit rate 0.69% among 370,000. AID 1053197;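 active means inhibition above a cutoff: mean of compounds within the control limits plus 3 SD of those, cut at about 17% in these data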;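 further: 0% = plate median of compound wells and 100% = probe without SIAE protein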
# HTRA1 inh – inhibitors of human serine peptidase HTRA1; Q92743; recombinant HTRA1, FP-rhodamine activity-based probe, fluorescence polarization; inhibition, % at 5.96 µM; hit rate 0.5% among 340,000; AID 504803; in the data active means inhibition above about 36%;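 further: 0% = enzyme with DMSO and 100% = wells lacking enzyme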
# Target sequence (Q92743 whole entry, looked up): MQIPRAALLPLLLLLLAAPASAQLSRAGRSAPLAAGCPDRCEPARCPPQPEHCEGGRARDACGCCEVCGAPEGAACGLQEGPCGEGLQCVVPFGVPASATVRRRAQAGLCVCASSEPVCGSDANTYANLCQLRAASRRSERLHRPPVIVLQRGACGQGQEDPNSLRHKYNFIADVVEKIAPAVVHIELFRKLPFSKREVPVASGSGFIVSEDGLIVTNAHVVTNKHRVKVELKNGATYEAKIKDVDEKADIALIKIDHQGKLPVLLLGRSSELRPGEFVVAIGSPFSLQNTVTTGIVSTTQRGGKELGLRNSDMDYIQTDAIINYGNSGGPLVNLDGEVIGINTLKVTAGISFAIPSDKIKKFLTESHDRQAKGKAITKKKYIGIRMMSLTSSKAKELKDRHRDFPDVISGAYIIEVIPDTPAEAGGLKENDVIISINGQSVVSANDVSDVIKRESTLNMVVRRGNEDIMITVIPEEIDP
# TDP2 inh – TDP2 (human) inhibition, absorbance primary screen | recombinant TDP2, T5PNP hydrolysis, p-nitrophenol absorbance 415 nm | inhibition, % at 12.8 µM | hit rate 0.34% among 370,000 | AID 720702;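 active means inhibition above the mean of all tested compounds plus 3 SD, set per campaign, cut at about 25% in these data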;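 further: 0% = DMSO with enzyme and 100% = buffer with substrate but no TDP2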
# Target sequence (O95551 whole entry, looked up): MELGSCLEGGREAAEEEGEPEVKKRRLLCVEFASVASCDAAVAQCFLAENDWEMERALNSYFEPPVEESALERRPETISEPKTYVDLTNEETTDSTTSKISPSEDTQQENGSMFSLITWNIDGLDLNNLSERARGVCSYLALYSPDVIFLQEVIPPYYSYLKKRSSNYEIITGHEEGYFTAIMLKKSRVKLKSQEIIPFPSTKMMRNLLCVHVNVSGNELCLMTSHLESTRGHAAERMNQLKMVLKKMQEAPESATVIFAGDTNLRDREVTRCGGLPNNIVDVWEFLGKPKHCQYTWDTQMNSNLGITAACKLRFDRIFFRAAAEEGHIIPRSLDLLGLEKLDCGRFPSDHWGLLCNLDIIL
#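 System – recombinant human TDP2 · Amount – 120 nM TDP2 per well · Buffer or medium – Mg2+-containing Tris-HCl buffer, pH 7.5 · Reagent – T5PNP substrate, 5 mM · Dosing – 12.8 µM single point, 1% DMSO · Incubation – 2 h at 37 °C · Measured by – epi absorbance · Read-out basis – percent inhibition · Benchmarks – high control without enzyme, low control DMSO plus TDP2 · Repeats – singlicate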
# LEDGF integ inh – blocks HIV-1 LEDGF/p75-dependent DNA integration | inhibition, % at 3.7 µM | TR-FRET IN-LEDGF/p75 DNA integration, Eu/Cy5 | AID 743269 | hit rate 0.64% among 370,000;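 active means inhibition above the screen-wide mean plus 3 SD, cut at about 13% in these data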;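 further: signal is the Cy5 over europium emission ratio at 671 and 618 nm; 0% = plate median of compound wells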
# Rev-erbA mod – modulators of human Rev-erb alpha DNA binding; AID 1259318; hit rate 0.79% among 370,000; P20393; Rev-erbα–FITC-DNA binding, fluorescence polarization, 90 min; activity, % at 10 µM;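 active means activity above about 14%, limit read from the data; passing the limit was not always enough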;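 further: 0% = DMSO wells with 35 nM protein and 100% = DMSO wells with 750 nM protein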
# ABHD4 inh – inhibits mouse alpha/beta hydrolase domain 4; Q8VD66; purified mABHD4, FP-Rh probe fluorescence polarization; inhibition, % at 8.92 µM; hit rate 0.54% among 370,000; AID 720543;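 active means inhibition exceeding the mean over every tested compound plus 3 SD, cut at about 30% in these data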;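 further: 0% = plate median of compound wells and 100% = S159A mutant with DMSO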
#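 System: mouse ABHD4 enzyme, wild type / Medium: HEPES pH 7.0, NaCl, Pluronic buffer / Reagent: FP-Rh activity-based fluorescent probe / Control set: S159A mutant high control, sample median low control / Detection: fluorescence polarization with parallel and perpendicular emission, 525/598 nm / Schedule: 45 min + 60 min at 25 °C / Compound dosing: 8.92 µM, single dose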
# rCAG binder – r(CAG) repeat RNA binding. TO-PRO-1 dye displacement fluorescence. inhibition, % at 3 µM. hit rate 1.3% among 370,000;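 active means inhibition above the plate cutoff, the mean of all test compounds on that plate plus 3 SD, cut at about 35% in these data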;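 further: 0% = DMSO alone and 100% = 100 µM mitoxantrone as full dye displacement; higher means more dye released from RNA so lower well fluorescence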
# TCR CD3 inh – human TCR-CD3 binding inhibition. TAMRA-labeled TCR probe fluorescence, biochemical. inhibition, % at 9.4 µM. hit rate 0.37% among 360,000; in the data active means inhibition above about 19%;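 further: recombinant mutant TCR 2C K166C tagged with TAMRA read by polarization; 0% = receptor in buffer alone and 100% = receptor with positive control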
# * marks the source's active call; other numbers are inactive results; nt = no result given. This is a subset; count on the stated rates, not on these rows.
# Start of the data: the first 6 entries, to show the layout:
SMILES,PG9 Ab binder,PRMT1 inh,SIAE inh,HTRA1 inh,TDP2 inh,LEDGF integ inh,Rev-erbA mod,ABHD4 inh,rCAG binder,TCR CD3 inh
CCc1ccc(N2C(=O)C(Cl)=C(N3CCCCCC3)C2=O)cc1,0.1,-1,2,-19,4,-8,12,0,2,-9
COc1cccc(C(CNc2ccc(S(=O)(=O)N3CCN(C)CC3)cc2[N+](=O)[O-])N(C)C)c1 (configuration not stated),-0.5,1,-5,-5,-9,2,2,3,1,2
O=C(c1ccccc1Oc1ccc([N+](=O)[O-])cc1)N1CCOCC1,-2.8,1,6,9,5,0,-4,2,-4,3
CCC(C)[C@@H](CN)NCC1(c2ccccc2)CC1 (some centres not stated),-3.3,-1,2,14,-4,1,-6,8,5,1
Cc1ccc(S(=O)(=O)C(C#N)c2nc3ccccc3nc2OC(C)C)cc1 (configuration not stated),1.0,7,6,9,-1,3,-6,1,12,-18
Cc1ccccc1CN1CCCCC(NC(=O)c2ccc(F)cc2)C1=O (configuration not stated),nt,2,-2,nt,7,-1,1,6,0,nt

# This part in full, from the first entry:
SMILES,PG9 Ab binder,PRMT1 inh,SIAE inh,HTRA1 inh,TDP2 inh,LEDGF integ inh,Rev-erbA mod,ABHD4 inh,rCAG binder,TCR CD3 inh
CCc1ccc(N2C(=O)C(Cl)=C(N3CCCCCC3)C2=O)cc1,0.1,-1,2,-19,4,-8,12,0,2,-9
COc1cccc(C(CNc2ccc(S(=O)(=O)N3CCN(C)CC3)cc2[N+](=O)[O-])N(C)C)c1 (configuration not stated),-0.5,1,-5,-5,-9,2,2,3,1,2
O=C(c1ccccc1Oc1ccc([N+](=O)[O-])cc1)N1CCOCC1,-2.8,1,6,9,5,0,-4,2,-4,3
CCC(C)[C@@H](CN)NCC1(c2ccccc2)CC1 (some centres not stated),-3.3,-1,2,14,-4,1,-6,8,5,1
Cc1ccc(S(=O)(=O)C(C#N)c2nc3ccccc3nc2OC(C)C)cc1 (configuration not stated),1.0,7,6,9,-1,3,-6,1,12,-18
Cc1ccccc1CN1CCCCC(NC(=O)c2ccc(F)cc2)C1=O (configuration not stated),nt,2,-2,nt,7,-1,1,6,0,nt
CCCCn1c(-c2ccco2)nc2ccccc2c1=O,-2.2,-3,2,6,-9,0,5,-6,-5,1
COc1ccc(CC(=O)Nc2ccc(-c3nnc(-c4ccccc4)o3)cc2)cc1,9.4*,1,-20,0,4,-3,-3,-1,4,-2
COc1ccc(OC)c(S(=O)(=O)Nc2c(F)cccc2F)c1,0.5,0,-3,2,-1,2,-1,6,5,-5
CCOc1cccc(OCCCCN2CCCCC2)c1,-0.3,-1,0,-8,15,0,2,8,-5,-1
Cc1ccc(S(=O)(=O)N2CCN(C(=O)c3cccs3)CC2)cc1C,-0.8,-4,5,1,3,11,-4,-6,-5,-8
O=C(NCc1cccs1)c1cc2c(s1)CCCC2,0.6,3,-5,-10,-15,-2,-3,-23,1,1
COc1ccc(-n2nnnc2SCC(=O)Nc2ccc(OC)cc2OC)cc1,-1.9,4,-5,-2,-5,-6,2,0,-4,-4
Cc1ccc(C(=O)N/C(=C\c2ccc(C)o2)C(=O)O)cc1,-1.9,0,2,5,10,6,-1,-1,9,9
Cc1ccnc(NC(=O)c2cccc(S(=O)(=O)N3CCN(c4ccccc4)CC3)c2)c1,-0.8,0,-7,-37,-8,-1,-6,-2,4,0
CC(C)NC(=O)COc1coc(CN2CCN(c3cccc(Cl)c3)CC2)cc1=O,1.5,-4,-4,2,-27,-2,8,1,-6,-5
COc1cccc(NC(=O)Cc2nnc(SCC(=O)NC3=NCCS3)n2C)c1,-1.7,0,-2,-1,1,-4,1,3,3,1
CCN(CC)CCCNC(=O)c1cc2c(-c3cccc(OC)c3)nn(C)c2s1,2.4,-4,-4,-5,-6,-1,-4,5,-1,-1
CN(C)c1ccc2nc3c(=O)[nH]c(=O)nc-3n(CC(O)C(O)C(O)CO)c2c1 (configuration not stated),-14,80*,-278,-235,2,1,33*,-176,-224,-54
Cc1cccn2cc(-c3ccc(NC(=O)Cc4ccccc4)cc3)nc12,0.6,1,1,9,2,-2,-7,-4,3,-2
CCCCN(C)S(=O)(=O)c1ccc2[nH]c(=O)oc2c1,nt,-2,5,nt,-1,1,-4,0,5,nt
COc1ccc(CNC(=O)CSc2nnnn2C)cc1OC,-2.0,-5,-6,9,-10,1,31*,-2,-1,8
O=[N+]([O-])c1cc([N+](=O)[O-])c(Oc2cncc(Cl)c2)cc1NN1CCCCC1,-0.2,-1,7,-11,10,0,4,1,0,3
O=C(C1CCN(S(=O)(=O)N2CCOCC2)CC1)N1CCOCC1,-0.1,-1,7,1,12,1,-7,4,-1,8
CSc1ccc(S(=O)(=O)N2CCC(C(=O)N3CCOCC3)CC2)cc1,0.2,2,1,0,2,1,10,-10,0,0

# (cont.)
SMILES,PG9 Ab binder,PRMT1 inh,SIAE inh,HTRA1 inh,TDP2 inh,LEDGF integ inh,Rev-erbA mod,ABHD4 inh,rCAG binder,TCR CD3 inh
COc1ccc(C(=O)COC(=O)CN2C(=O)C3C4C=CC(C5CC45)C3C2=O)cc1 (configuration not stated),-1.6,-2,10,5,4,0,2,-4,-5,4
CC(Cc1ccccc1)C(=O)NCc1ccccn1 (configuration not stated),0.1,-5,8,4,-1,-1,-4,0,-3,8
O=C(COC(=O)c1ccc(Br)o1)NCCNC(=O)COC(=O)c1ccc(Br)o1,0.8,6,-2,3,-9,-2,4,3,-3,-2
CC(CCC(=O)O)C1CCC2C3CCC4C[C@H](O)CCC4(C)C3CC(=O)C12C (some centres not stated),-1.0,-2,5,3,3,2,2,-1,5,2
O=C(CCc1ccccc1)N1CCCC1,1.1,-2,-2,10,6,-5,4,0,-1,-1
Cc1cc(C(=O)N2CCN(CCc3ccccc3)CC2)no1,-0.2,-1,5,1,8,2,-2,1,-3,1
COc1ccc(NC(=O)c2cc3ccccc3oc2=O)c(OC)c1,-1.8,-3,-4,4,-2,4,-10,1,-1,-8
CCn1nc(C(=O)Nc2nc3ccccc3[nH]2)c2ccccc2c1=O,0.3,-1,-4,-2,7,-1,0,-2,-6,-1
O=C(CN1C(=O)c2ccc([N+](=O)[O-])cc2C1=O)Nc1ccccc1N1CCCC1,-1.9,1,-6,5,7,4,-2,4,-2,-2
O=C(NC1=NCCS1)c1cccc(S(=O)(=O)N2CCOCC2)c1,-1.1,-4,-9,7,-13,1,4,0,-1,8
Cc1ccc(NC(=O)c2c(C)nn(-c3ccccc3)c2Cl)cc1,-1.8,-1,5,-18,-10,-2,-1,-10,-2,7
Cc1ccc(COc2ccccc2C(=S)N2CCCC2)cc1,2.1,7,-1,-5,-4,0,-5,1,-3,6
CCSC1=NCCN1S(=O)(=O)c1ccc(Cl)cc1,-1.2,1,-3,1,-13,-5,1,-1,-8,-5
CCc1ccc(CN2CC(C(=O)O)CC2=O)cc1 (configuration not stated),1.6,1,3,3,-10,-4,2,1,-4,3
CCSc1ccccc1C(=O)Nc1ccc([N+](=O)[O-])cc1OC,-2.3,1,-5,-12,13,0,3,3,0,-1
Cc1nc(-n2nnc3cc(C)c(C)cc32)c2c3c(sc2n1)CCCC3,2.8,1,9,5,9,2,-1,1,1,-5
CCCS(=O)(=O)NC(=O)C1(C)CCN(C(=O)c2cc(F)cc(F)c2)C1 (configuration not stated),-1.0,3,4,nt,4,-2,-10,2,1,-5
CC1CCCCC1NC(=O)CN1CCC(NC(=O)c2ccc([N+](=O)[O-])cc2)CC1 (configuration not stated),-0.6,3,3,5,-3,-6,-3,0,-2,7
CC(Oc1ccc(F)cc1)C(O)CCN(C)C (configuration not stated),1.1,9,-2,-3,-2,-3,3,3,-2,10
COC(=O)C1CCN(C(=O)CSc2nc3ccc(OC)cc3[nH]2)CC1,-1.7,-4,-1,3,5,4,-6,-1,-2,-1
CCOC(=O)C1=CN2CCCC[C@@H]2CC1=O,-0.2,4,-3,2,-1,1,-1,0,4,-5
O=C1COc2ccc(C(=O)COC(=O)c3ncc(Cl)c(Cl)c3Cl)cc2N1,11*,1,5,2,-13,-5,1,3,0,-9
C[C@@H]1CN([C@H](C)CO)C(=O)CCCn2nncc2CO[C@@H]1CN(C)S(=O)(=O)c1ccc2ccccc2c1,0.9,-5,0,2,0,5,-1,-3,8,5
Cc1ccc(NC(=O)COC(=O)c2c[nH]c3ccccc23)cc1C,-1.5,-3,-1,-16,-3,-2,-1,-12,5,1
CCOC(=O)C1=C(C)N=C(/N=C/N(C)C)SC1c1ccccc1 (configuration not stated),-0.3,0,9,3,4,2,1,4,-3,-4

# New compounds follow
SMILES,PG9 Ab binder,PRMT1 inh,SIAE inh,HTRA1 inh,TDP2 inh,LEDGF integ inh,Rev-erbA mod,ABHD4 inh,rCAG binder,TCR CD3 inh
NS(=O)(=O)c1ccc(CNS(=O)(=O)c2ccc3ccccc3c2)cc1,-1.6,1,-2,-3,-4,-3,0,-9,2,-6
Cc1c(-c2ccccc2)nc(N)c(C#N)c1-c1cccs1,12*,0,-1,4,-3,-1,29*,-5,3,3
Cc1ccc(N2C(=O)[C@@H]3C(c4ccc(F)cc4)=NO[C@@H]3C2=O)cc1,1.5,3,-9,1,3,3,2,-18,10,-4
COc1cc(/C=C/C(=O)N2CCc3ccccc3C2)cc(OC)c1OC,-0.4,0,-7,-5,-1,-2,4,-2,-8,-11
CCOC(=O)CSC1=C(C#N)C(c2ccc(Cl)cc2)C(C(=O)OC)C(=O)N1 (configuration not stated),-1.1,2,1,-5,4,0,3,-2,3,3
O=C(OCC(=O)N1CCN(c2ccccc2)CC1)c1nc(Cl)ccc1Cl,4.1,4,2,0,-6,-1,8,-3,-1,-7
